EWS-Fli block – EWS/Fli-driven NR0B1 reporter inhibitors, primary screen, A673 cells, NR0B1 luciferase, luminescence, MLPCN library; viability-normalised; inhibition, % at 12.6 µM; 0.67% of 350,000 active;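 active means mean inhibition of at least 50% after viability correction, with every replicate also passing that limit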;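 further: firefly luciferase signal divided by Alamar Blue viability fluorescence both relative to DMSO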
S100A4 inh HTS – inhibitors of S100A4-myosin IIA peptide binding, primary screen, biochemical, fluorescence polarization, TAMRA-MyoIIA peptide; Protein S100-A4 (Homo sapiens), P26447; inhibition, % at 10.7 µM; 0.14% of 360,000 active; AID 652163, 2013;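 active means mean inhibition of at least 70% across replicates, with every replicate also reaching that level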
Target sequence (P26447 whole entry, looked up): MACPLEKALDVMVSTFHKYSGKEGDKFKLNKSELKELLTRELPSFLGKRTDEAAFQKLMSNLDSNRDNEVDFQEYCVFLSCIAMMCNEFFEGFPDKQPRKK
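Test system – S100A4 monomer (human) · Compound – single-point compound testing · Schedule – 5 min incubation before reading · Probe or stimulus – TAMRA-labelled myosin IIA heavy-chain peptide probe, 5 nM · Benchmarks – neutral control DMSO, positive control TFP · Medium – Calcium-containing HEPES buffer, pH 7.2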
XiGFP reactiv – activators of inactive X chromosome reactivation, primary screen, imaging, XiGFP fibroblasts, GFP high-content imaging, set 2 | XiGFP mouse fibroblasts, % GFP-positive cells imaging, 3 d; cells co-treated with 5-aza-dC sensitizer; scaled so ellipticine positive control = 100% | activation, % at 7.58 µM | 0.055% of 360,000 active;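 active means mean normalized replicate activation at least 10% and every replicate at or above 10%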;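 further: 0% = median of on-plate neutral control wells and 100% = ellipticine 6 µM median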
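material = 68-5-11 XiGFP fibroblast line | medium = DMEM plus 5-aza-dC sensitizer | schedule = 3 days compound exposure | benchmarks = positive control ellipticine, 6 µM final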
RAD54 branch – inhibitors of human RAD54 branch migration, primary screen, biochemical, fluorescence, single point; DNA repair and recombination protein RAD54-like (Homo sapiens), Q92698; inhibition, % at 10.4 µM; 0.14% of 360,000 active; RAD54 Holliday junction branch migration, FAM/BHQ fluorescence; AID 602329, 2012;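 active means mean normalized replicate activity at least 40 and at least half of replicates scoring 40 or more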;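 further: 0% = median of neutral control wells and 100% = median of positive control wells; inhibitors cause a drop in the FAM fluorescence signal; in these data hits start at about 50%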
Target sequence (Q92698 whole entry, looked up): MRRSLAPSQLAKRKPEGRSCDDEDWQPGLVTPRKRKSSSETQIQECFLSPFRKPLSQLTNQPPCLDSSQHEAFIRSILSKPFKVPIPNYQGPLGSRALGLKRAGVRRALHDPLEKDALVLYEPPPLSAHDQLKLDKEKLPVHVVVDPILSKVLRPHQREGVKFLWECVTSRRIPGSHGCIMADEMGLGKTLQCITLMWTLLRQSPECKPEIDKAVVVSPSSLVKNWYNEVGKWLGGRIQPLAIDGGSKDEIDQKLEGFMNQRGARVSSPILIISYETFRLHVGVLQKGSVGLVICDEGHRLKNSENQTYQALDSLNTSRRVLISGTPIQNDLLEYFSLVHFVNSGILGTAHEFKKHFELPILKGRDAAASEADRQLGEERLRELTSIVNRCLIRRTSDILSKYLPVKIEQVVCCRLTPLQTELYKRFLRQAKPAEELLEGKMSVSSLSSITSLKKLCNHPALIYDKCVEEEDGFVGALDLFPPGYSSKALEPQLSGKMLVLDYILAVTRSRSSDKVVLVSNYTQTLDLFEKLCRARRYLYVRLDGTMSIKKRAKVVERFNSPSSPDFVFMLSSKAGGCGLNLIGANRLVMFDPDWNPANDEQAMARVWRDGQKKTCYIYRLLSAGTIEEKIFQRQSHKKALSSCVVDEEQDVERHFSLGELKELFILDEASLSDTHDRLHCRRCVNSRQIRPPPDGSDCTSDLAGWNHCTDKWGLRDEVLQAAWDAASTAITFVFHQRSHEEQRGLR
RAD52 inh – RAD52 DNA annealing inhibitors, primary screen, biochemical, FRET, single point, set 2. AID 651710, 2012. inhibition, % at 18.7 µM. DNA repair protein RAD52 homolog (Homo sapiens), P43351. recombinant RAD52 DNA annealing, FRET fluorescence. 0.46% of 360,000 active;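 active means every replicate showing at least 50% inhibition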
esBAF inh – Bmi1 luciferase reporter increase in mESCs, primary screen, esBAF inhibitor project, mouse ES cells, Bmi1 luciferase knock-in, single point. reporter increase, % at 12.5 µM. 24 h; 100% = twice the neutral-well signal. AID 602393, 2012. 2% of 350,000 active; in the data active means activation above about 40%;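 further: 0% = median of the plate's neutral control wells and 100% = double that signal; a rise in the Bmi1 reporter signal indicates esBAF inhibition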
FN deposit inh – inhibitors of fibronectin matrix deposition, primary screen, AH1F cells, Alexa488-fibronectin fluorescence, plate reader | AH1F fibroblasts, overnight | 0.086% of 350,000 active | inhibition, % at 12.6 µM | AID 743247, 2014;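 active means mean inhibition across replicates of 30% or more, regardless of how many single replicates reach that level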;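 further: positive control wells lacked labelled fibronectin entirely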
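test system = AH1F fibroblasts assembling fluorescent fibronectin matrix | quantity = 10000 AH1F cells per well | buffer or medium = DMEM plus 2% serum, read in PBS | doses = single dose, pinned | incubation = 1 h cell attachment, overnight exposure to compound and label | detection = fluorescence at 485 nm excitation, 525 nm emission | read-out basis = inhibition from reduced deposited-fibronectin fluorescence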
E-selectin induc – E-selectin induction in HUVECs, primary screen, imaging, HUVEC, immunofluorescence imaging, single point; normalized: neutral wells 0, TNF-alpha wells 100; activation, % at 7.58 µM; 0.37% of 260,000 active;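 active means mean E-selectin-positive cell signal at least 10% of the positive control, reached in at least 60% of replicates, without over 20% cell loss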;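 further: in these data hits start at about 27%; measured in HUVEC primary endothelial cells; signal is the percent of cells scored E-selectin positive by PE staining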
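System: HUVEC, human umbilical vein endothelial cells; quantity: 3,000 cells/well; buffer or medium: EGM-2 medium, gelatin-coated wells; dosing: single-point compound dose; detection: immunofluorescence imaging; evaluation: % PE-positive cells; benchmarks: TNF-alpha, DMSO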
* marks the source's active call; other numbers are inactive results; nt = no result given. Hits appear at their usual frequency; about 3% have a hit in one of these screens.

SMILES | EWS-Fli block | S100A4 inh HTS | XiGFP reactiv | RAD54 branch | RAD52 inh | esBAF inh | FN deposit inh | E-selectin induc
O=C(c1ccc(F)cc1)N1CCCC(C(=O)N2CCN(c3ccccc3)CC2)C1 (stereo unspecified) | -0.5 | 0.8 | 0.2 | nt | -6.6 | -5.0 | -11.8 | 1.2
N#CC1(NC(=O)CSc2n[nH]c(-c3ccccc3)n2)CCCCC1 | 12.4 | 15.3 | 0.3 | -6.3 | -6.0 | -3.4 | 4.6 | nt
O=S(=O)(NCc1ccc(Cl)cc1)c1cccc2cccnc12 | -11.2 | -0.2 | 0.0 | nt | 1.1 | -0.2 | -8.6 | -1.3
O=C(CSc1ccc(Cl)cc1)Nc1nnc(-c2cccc([N+](=O)[O-])c2)s1 | 6.4 | -5.9 | 0.4 | 15.6 | -13.0 | -1.9 | -5.5 | 0.2
CCOc1ccccc1NC(=O)NS(=O)(=O)c1ccc(C)cc1 | nt | 7.5 | nt | 2.8 | -6.8 | -4.9 | nt | nt
COc1ccccc1CNC(=O)COc1ccc(C)nc1[N+](=O)[O-] | -3.6 | -6.1 | 0.0 | -3.4 | -8.8 | -4.7 | -1.7 | 3.3
COCC(=O)N1CC(=O)N2[C@H](CO)[C@H](c3ccc(C#Cc4cccnc4)cc3)[C@@H]2C1 | -1.9 | -0.9 | 0.6 | nt | -0.5 | nt | nt | 1.7
NC(=O)c1ccc(NC(=O)CCCNC(=O)c2ccc(Cl)cc2)cc1 | -4.4 | -1.5 | 0.0 | -6.1 | -8.3 | -8.8 | -2.8 | nt
O=C(C[C@H]1C=C[C@H](NS(=O)(=O)c2ccccc2F)[C@@H](CO)O1)NCCCN1CCOCC1 | nt | -1.4 | -0.2 | 7.9 | 5.9 | -4.5 | -4.3 | 0.3
COC(=O)N1C[C@H](OC)[C@H]2C[C@@H]1c1ccccc1O2 | -7.9 | -8.2 | 1.3 | nt | -7.8 | nt | -3.9 | -0.2
CCCNC(=O)C1(C)CCCN(Cc2ccc(-c3ccccc3)o2)C1 (stereo unspecified) | 3.8 | 0.0 | 0.0 | 3.4 | -8.3 | -7.9 | -15.9 | -0.2
CO[C@H]1CN(C)C(=O)c2ccc(NC(=O)c3cnccn3)cc2OC[C@@H](C)N(C(=O)C2CC2)C[C@H]1C | -0.7 | -1.5 | -0.1 | 0.2 | -10.6 | 1.5 | nt | -0.2
O=C(NCCCN1CCCC1)c1ccc2c(c1)N(Cc1cccc(Cl)c1)C(=O)c1ccccc1S2(=O)=O | 5.4 | 2.5 | 0.3 | -7.3 | 9.2 | -8.4 | 3.3 | -0.2
CN1C(=O)c2cc(NC(=O)c3ccc4c(c3)OCO4)ccc2OC[C@@H]2O[C@@H](CC(=O)O)CC[C@@H]21 | -6.7 | -6.7 | 0.1 | 9.8 | 1.0 | -4.8 | -4.7 | 0.4
Cc1ccc(C(=O)CSc2nnc(COc3ccccc3)o2)cc1 | -23.6 | 0.3 | 0.1 | nt | -4.6 | nt | 5.0 | nt

Six entries from above, with values under each structure:
Values in the order – EWS-Fli block | S100A4 inh HTS | XiGFP reactiv | RAD54 branch | RAD52 inh | esBAF inh | FN deposit inh | E-selectin induc
CCCNC(=O)C1(C)CCCN(Cc2ccc(-c3ccccc3)o2)C1 (stereo unspecified)
→ 3.8 | 0.0 | 0.0 | 3.4 | -8.3 | -7.9 | -15.9 | -0.2
O=C(NCCCN1CCCC1)c1ccc2c(c1)N(Cc1cccc(Cl)c1)C(=O)c1ccccc1S2(=O)=O
→ 5.4 | 2.5 | 0.3 | -7.3 | 9.2 | -8.4 | 3.3 | -0.2
COCC(=O)N1CC(=O)N2[C@H](CO)[C@H](c3ccc(C#Cc4cccnc4)cc3)[C@@H]2C1
→ -1.9 | -0.9 | 0.6 | nt | -0.5 | nt | nt | 1.7
O=S(=O)(NCc1ccc(Cl)cc1)c1cccc2cccnc12
→ -11.2 | -0.2 | 0.0 | nt | 1.1 | -0.2 | -8.6 | -1.3
O=C(CSc1ccc(Cl)cc1)Nc1nnc(-c2cccc([N+](=O)[O-])c2)s1
→ 6.4 | -5.9 | 0.4 | 15.6 | -13.0 | -1.9 | -5.5 | 0.2
CCOc1ccccc1NC(=O)NS(=O)(=O)c1ccc(C)cc1
→ nt | 7.5 | nt | 2.8 | -6.8 | -4.9 | nt | nt

(more compounds)
SMILES | EWS-Fli block | S100A4 inh HTS | XiGFP reactiv | RAD54 branch | RAD52 inh | esBAF inh | FN deposit inh | E-selectin induc
Cc1noc(C)c1S(=O)(=O)Nc1ccc2c(c1)C(=O)N([C@@H](C)CO)C[C@H](C)[C@H](CN(C)Cc1ccccc1)OCCCC[C@H](C)O2 | 2.2 | 1.7 | 0.2 | 0.6 | 0.3 | -1.7 | 10.8 | -0.1
Cc1nnc(NC(=O)C2CC(=O)N(c3ccccc3)C2)s1 (stereo unspecified) | -10.3 | 3.5 | 0.0 | -4.6 | -2.4 | -6.7 | -0.3 | nt
O=C(C[C@H]1C[C@H]2c3cc(NC(=O)NC4CCCC4)ccc3O[C@H]2[C@@H](CO)O1)NCC(F)(F)F | -13.0 | 2.7 | 0.0 | -1.4 | -0.4 | 0.6 | 5.8 | 0.0
O=C(c1ccc(NS(=O)(=O)c2ccc(Cl)cc2)cc1)N1CCOCC1 | 4.0 | 4.5 | 0.0 | -2.9 | -8.5 | -0.1 | 1.2 | nt
CCCCCNC(=O)C(c1ccc(OC)cc1)n1c(=O)c(-c2ccccc2)nc2ccccc21 (stereo unspecified) | 1.1 | -21.2 | 0.0 | nt | -22.5 | nt | -0.7 | 0.0
CSc1ccc(/C=C(/NC(=O)c2ccc(C)cc2)C(=O)Nc2cccc(C)c2)cc1 | 8.4 | -3.4 | 0.0 | nt | -16.8 | nt | -2.2 | nt
CCOC(=O)C1(CC2CCCCO2)CCN(S(=O)(=O)c2c(C)nn(C)c2C)CC1 (stereo unspecified) | -2.4 | -2.6 | 0.2 | -8.2 | 5.9 | nt | 0.1 | -0.2
COCCNC(=O)c1cc2c(c(-c3cccc(-c4ccc(C#N)cc4)c3)n1)[C@@H](CCO)N(C(=O)CC1CC1)C2 | 10.3 | 3.8 | 0.0 | nt | 10.4 | nt | -12.0 | 0.0
CC(C)n1c2ccccc2c2nnc(SCC(=O)Nc3ccccc3C(=O)O)nc21 | 7.4 | -6.2 | 0.2 | nt | -14.2 | nt | -10.2 | nt
CCOC(=O)C1(CC2CCCCO2)CCN(Cc2nccn2-c2cccc(C)c2)CC1 (stereo unspecified) | 1.8 | -1.2 | 0.2 | nt | 3.8 | nt | 1.3 | nt
O=C(C1CC1)N1CCCCN2[C@@H](CO)[C@H](c3ccc(C#CC4CC4)cc3)[C@@H]2C1 | -8.7 | 11.1 | nt | 1.7 | 4.6 | nt | nt | nt
Cc1ccc(S(=O)(=O)N(C)C[C@@H]2Oc3ccc(NC(=O)CCC(F)(F)F)cc3CC(=O)N([C@@H](C)CO)C[C@H]2C)cc1 | 7.4 | 13.3 | -0.9 | 1.2 | 18.5 | -0.4 | nt | -0.1

Three compounds out of the list above, arranged by their value in esBAF inh, ascending:
SMILES | esBAF inh
CN1C(=O)c2cc(NC(=O)c3ccc4c(c3)OCO4)ccc2OC[C@@H]2O[C@@H](CC(=O)O)CC[C@@H]21 | -4.8
N#CC1(NC(=O)CSc2n[nH]c(-c3ccccc3)n2)CCCCC1 | -3.4
Cc1noc(C)c1S(=O)(=O)Nc1ccc2c(c1)C(=O)N([C@@H](C)CO)C[C@H](C)[C@H](CN(C)Cc1ccccc1)OCCCC[C@H](C)O2 | -1.7
